# Bioassay records deposited in PubChem BioAssay by The Scripps Research Institute Molecular Screening Center.
# M5 antag – antagonists of human muscarinic M5 receptor (CHRM5); P08912; CHO-hM5 cells, Fluo-8 calcium fluorescence, ACh EC80; inhibition, % at 3 µM; actives 0.59% (n = 360,000); AID 624040;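 active means inhibition above a per-plate cutoff, the mean of that plate's test compounds plus 3 SD, cut at about 27% in these data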;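 further: 0% = acetylcholine EC80 with DMSO and 100% = DMSO without agonist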
# Target sequence (P08912 whole entry, looked up): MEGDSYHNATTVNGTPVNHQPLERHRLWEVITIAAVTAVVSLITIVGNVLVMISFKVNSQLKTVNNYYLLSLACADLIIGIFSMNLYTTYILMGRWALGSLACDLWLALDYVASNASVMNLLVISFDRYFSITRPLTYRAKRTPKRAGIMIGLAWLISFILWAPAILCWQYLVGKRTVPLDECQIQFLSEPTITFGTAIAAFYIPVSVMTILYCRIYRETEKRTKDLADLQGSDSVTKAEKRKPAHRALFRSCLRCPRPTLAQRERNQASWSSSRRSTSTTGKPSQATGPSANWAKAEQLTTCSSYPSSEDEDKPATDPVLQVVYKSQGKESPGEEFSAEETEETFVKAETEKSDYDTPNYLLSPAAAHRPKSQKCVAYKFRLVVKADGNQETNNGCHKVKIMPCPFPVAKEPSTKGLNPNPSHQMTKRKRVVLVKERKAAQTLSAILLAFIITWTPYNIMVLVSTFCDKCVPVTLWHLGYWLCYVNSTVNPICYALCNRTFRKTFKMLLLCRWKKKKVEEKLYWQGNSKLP
# M4 ag – agonists of human muscarinic M4 receptor (CHRM4); actives 0.14% (n = 360,000); CHO-K1 hM4/Gqi5, Fluo-8 calcium fluorescence; vehicle 0%, full acetylcholine response 100%; activation, % at 3 µM;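 active means activation above the run mean over all test wells plus 3 SD, cut at about 32% in these data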;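 further: peak over basal fluorescence ratio per well then scaled between controls; 0% = DMSO wells and 100% = acetylcholine at EC100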
# Target sequence (P08173 whole entry, looked up): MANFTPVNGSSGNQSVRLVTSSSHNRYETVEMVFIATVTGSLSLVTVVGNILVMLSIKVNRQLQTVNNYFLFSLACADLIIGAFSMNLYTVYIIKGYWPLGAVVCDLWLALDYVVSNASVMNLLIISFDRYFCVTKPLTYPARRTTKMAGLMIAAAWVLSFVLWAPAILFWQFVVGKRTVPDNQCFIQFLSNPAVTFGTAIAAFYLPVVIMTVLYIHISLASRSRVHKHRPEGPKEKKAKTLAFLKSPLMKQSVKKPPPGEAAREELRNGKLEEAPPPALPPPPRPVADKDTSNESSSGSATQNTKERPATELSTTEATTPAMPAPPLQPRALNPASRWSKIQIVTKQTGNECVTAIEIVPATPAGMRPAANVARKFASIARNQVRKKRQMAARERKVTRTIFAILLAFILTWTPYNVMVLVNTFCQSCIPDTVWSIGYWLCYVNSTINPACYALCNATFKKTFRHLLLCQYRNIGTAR
# CHO-K1 Ca ag – counter-screen for M1 agonists: effect in parental CHO-K1 cells. AID 602248. actives 0.48% (n = 360,000). activation, % at 3 µM. Fluo-8 calcium fluorescence; scaled to maximal ATP response, vehicle zero; in the data active means activation above about 15%;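 further: untransfected CHO-K1 host cells lacking M1 receptor as counterscreen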
# CHRM5 agonist – CHRM5 agonism in calcium assay. P08912. CHO-K1 hM5 cells, Fluo-8 calcium fluorescence; 0% DMSO wells, 100% maximal acetylcholine response. activation, % at 3 µM. actives 0.19% (n = 360,000). AID 624037;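 active means activation above the run's mean over test compounds plus 3 SD, cut at about 23% in these data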;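 further: signal is peak over basal fluorescence ratio across the kinetic read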
# M1 PAM parental – nonselective activator or artifact in parental CHO-K1 calcium assay; actives 0.02% (n = 360,000); ATP EC20, Fluo-8 calcium fluorescence; 0% at ATP EC20, 100% at ATP max; activation, % at 3 µM;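 active means activation above the run cutoff, the mean activation of all test compounds plus 3 SD, cut at about 40% in these data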;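 further: peak over basal fluorescence ratio in a 140 s read after ATP addition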
# M5 PAM – positive allosteric modulators of human muscarinic M5 receptor; P08912; CHO-K1 hM5, Fluo-8 calcium, ACh EC20 PAM; 0% = ACh EC20, 100% = ACh EC100; activation, % at 3 µM; actives 0.3% (n = 360,000);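 active means activation above the run cutoff, the mean activation of all test compounds plus 3 SD, cut at about 18% in these data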
#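 System – CHO-K1 hM5 cells · Compound – 3 µM, single dose · Incubation – compound preincubation 140 s before EC20 acetylcholine addition · Technique – Fluo-8 calcium fluorescence · Measure – Max/basal fluorescence ratio as % of EC20–EC100 ACh window · Benchmarks – low control EC20 acetylcholine (0%), high control EC100 acetylcholine (100%) · Replication – singlicate, one well per test compound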
# CHRM4 PAM – potentiates acetylcholine response at human M4 receptor | P08173 | activation, % at 3 µM | actives 0.4% (n = 360,000) | CHO-K1 hM4/Gqi5, Fluo-8 calcium fluorescence, ACh EC20; 0% = ACh EC20, 100% = maximal ACh | AID 624126;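 active means activation above its plate's cutoff, the mean activation of sample wells plus 3 SD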; further: some results filed as inactive read as strong as hits
# CHO-K1 Ca antag – M1 antagonist counterscreen hit in parental CHO-K1 cells; ATP-induced calcium, Fluo-8 fluorescence; inhibition, % at 3 µM; actives 0.6% (n = 360,000);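 active means inhibition above a per-plate cutoff, the plate's mean sample inhibition plus 3 SD, cut at about 24% in these data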;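 further: 0% = DMSO plus EC80 ATP and 100% = DMSO alone without ATP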
# CHRM4 antagonist – antagonists of human muscarinic M4 receptor (CHRM4); CHO-hM4 cells, ACh EC80, Fluo-8 calcium fluorescence; inhibition, % at 3 µM; actives 0.73% (n = 360,000); AID 624125;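 active means inhibition above its plate's cutoff, the mean inhibition of sample wells plus 3 SD, cut at about 27% in these data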;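 further: 0% = acetylcholine EC80 with DMSO and 100% = DMSO without agonist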
# An asterisk follows results filed as active. Outcome played no part in choosing rows; 2.7% or so of the library scored in one or more.
SMILES,M5 antag,M4 ag,CHO-K1 Ca ag,CHRM5 agonist,M1 PAM parental,M5 PAM,CHRM4 PAM,CHO-K1 Ca antag,CHRM4 antagonist
O=C(CSc1nc2nn(-c3ccccc3)c(=O)c-2c2n1CCCCC2)NCCc1ccccc1,-16.4,1.9,0.5,-3.8,26.6,-1.2,-0.3,-19.6,-3.3
N#CC1=C(N)Oc2cc(N)ccc2C1C1CC=CCC1 (stereo unspecified),-2.0,1.1,0.3,-0.6,15.6,5.8,7.6,-4.0,-2.9
Nc1cccc(-c2nc3ccc(C(=O)c4ccccc4)cc3[nH]2)c1,2.8,9.4,3.8,-5.4,2.9,-3.0,-7.8,-12.6,-6.6
COc1ccc(C2(NC(C)=O)CCN(Cc3cccnc3)CC2)cc1,5.6,0.8,-0.1,-2.0,1.0,7.9,-2.8,2.8,4.8
CNC(=O)C[C@H]1C(=O)N(C2CCCCC2)C[C@@H]1CSC,6.6,8.7,2.3,1.3,-6.5,-0.9,-2.3,3.1,-6.1
Fc1ccc(-c2nnc(Cc3ccc(Cl)cc3)o2)cc1,-0.5,-0.7,0.2,-4.7,-5.9,9.1,4.7,-13.2,-5.8
CC1=CCC2(CO)COC(c3ccccc3O)C1C2 (stereo unspecified),-5.5,-0.1,0.6,-2.0,5.8,9.5,-0.5,5.6,8.4
O=C(CCNS(=O)(=O)c1ccc(Br)cc1)NCCc1ccc(Cl)cc1,0.6,12.9,9.6,5.8,-1.4,-0.7,-6.0,-6.7,-11.2
COc1ccc(OC)c(CNC(=O)C2CCCN(C(=O)N(C)C)C2)c1 (stereo unspecified),1.4,0.1,0.1,-0.5,8.4,-6.4,8.9,-13.7,7.8
CCn1c(CC(=O)Nc2ccccc2C)nnc1SCC(=O)NC1CCCC1,-1.2,1.4,0.0,-2.1,-1.5,1.7,-4.8,-14.2,4.4
COc1ccc(OC)c(NC(=O)CN(C)CC(=O)Nc2ccccc2Cl)c1,0.4,5.3,2.2,-3.6,-6.2,-10.3,4.7,7.2,-8.9
CC(=O)N1CCN(CC(=O)Nc2cc(S(=O)(=O)N3CCOCC3)ccc2C)CC1,7.2,0.5,0.5,-1.2,-0.2,-1.3,-1.1,-7.3,-9.5
CC1CCCCC1NCC(=O)NCc1ccc(F)cc1 (stereo unspecified),3.2,1.4,-0.3,-17.4,-4.2,4.9,-7.7,-2.8,3.6
CCCCOc1ccc(S(=O)(=O)NC(=O)C2(C)CCN2C(=O)c2cccc(F)c2)cc1 (stereo unspecified),18.9,-0.2,0.3,-0.8,-7.4,-3.0,6.1,12.6,5.5
Cc1cc(C)nc(SC(C)C(=O)N/N=C/c2cccs2)n1 (stereo unspecified),-5.8,0.5,0.5,2.0,-2.9,-0.5,15.7,-11.9,0.9
CC(=O)OC1COC(N2CCc3cc([N+](=O)[O-])ccc32)C(OC(C)=O)C1OC(C)=O (stereo unspecified),5.5,0.1,0.6,0.0,17.7,-2.8,7.5,-5.3,9.5
CCN(CC)c1ccc(NC(=O)CC2Oc3ccccc3NC2=O)c(C)c1 (stereo unspecified),5.0,3.4,0.8,-0.5,-10.6,-3.2,-0.3,2.1,-5.2
C/C(=N\NC(=O)c1c(C)nc2ccccn12)c1cccc([N+](=O)[O-])c1,5.2,2.4,1.1,-8.4,5.5,0.1,9.7,-6.3,-26.8
O=C(Nc1cccnc1)c1ccc2c(c1)OCO2,-3.1,0.2,3.0,-1.9,10.7,2.7,8.8,-0.7,4.1
Cc1ccc(C(=O)N2CCCC2)cc1S(=O)(=O)Nc1ccccc1,2.5,1.8,0.6,-1.9,17.3,3.1,4.4,0.5,2.0

# Individual results from the entries so far.
# CCn1c(CC(=O)Nc2ccccc2C)nnc1SCC(=O)NC1CCCC1 @ CHRM5 agonist: -2.1
# N#CC1=C(N)Oc2cc(N)ccc2C1C1CC=CCC1 (stereo unspecified) @ CHRM5 agonist: -0.6

# Returning to the listing; the 2 compounds before the break are reprinted first.
SMILES,M5 antag,M4 ag,CHO-K1 Ca ag,CHRM5 agonist,M1 PAM parental,M5 PAM,CHRM4 PAM,CHO-K1 Ca antag,CHRM4 antagonist
O=C(Nc1cccnc1)c1ccc2c(c1)OCO2,-3.1,0.2,3.0,-1.9,10.7,2.7,8.8,-0.7,4.1
Cc1ccc(C(=O)N2CCCC2)cc1S(=O)(=O)Nc1ccccc1,2.5,1.8,0.6,-1.9,17.3,3.1,4.4,0.5,2.0
CC(C)C(N)c1csc(Nc2ccc(C(=O)c3ccccc3)cc2)n1 (stereo unspecified),5.4,5.6,4.1,1.3,18.0,-2.3,-5.0,-6.9,9.0
O=C(COC(=O)c1ccc(S(=O)(=O)NCc2ccco2)cc1)Nc1ccc(Cl)cn1,9.9,1.1,1.1,1.7,3.4,-4.2,-0.3,2.6,5.9
Cc1nc(Nc2nc3ccccc3o2)nc2c1CCC2,3.8,0.4,-0.2,-3.6,8.6,-4.8,11.9,1.5,7.1
CC(C)CNc1ncnc2c1ncn2[C@H]1CN(Cc2ccncc2)C[C@@H](CO)O1,4.0,0.5,0.3,0.7,0.8,-4.9,10.6,12.1,-2.2
Cc1ccc([N+](=O)[O-])cc1NC(=S)NC(=O)C(C)(C)C,-2.8,-0.8,1.3,-3.3,17.0,4.2,5.7,-11.8,6.7
O=C(CNC(=O)c1ccco1)OCC(=O)c1ccccc1Cl,1.4,0.9,1.0,-2.4,25.8,2.1,7.5,-12.3,-9.1
Cc1ccc2c(Cl)c(C(=O)Nc3cccnc3)sc2c1,6.7,4.2,1.4,-4.2,17.1,-7.9,2.6,-6.2,-11.8
N#CCCCCn1ccc(NC(=O)c2ccc(Cl)cc2O)n1,4.8,2.0,1.8,-0.8,7.2,-3.7,4.7,-2.3,-0.7
COc1ccc(-n2c(=S)[nH]c3cc(C(=O)Nc4cccc(C)c4)ccc3c2=O)cc1,-2.5,0.0,-0.2,0.5,13.1,-2.2,-0.4,-3.6,2.4
Cc1cccc(NC(=O)c2cccc(NC(=O)Cc3cccs3)c2)c1,-8.3,10.1,6.2,1.9,21.9,-8.9,-4.2,3.7,0.9
C/C(=N\OCC(=O)OCC(=O)NC(=O)c1ccccc1)c1ccc2c(c1)OCO2,1.8,0.9,0.2,-2.1,2.8,-1.3,-0.2,3.4,-0.6
Cc1cc(C)n2nc(-c3ccccc3)cc2n1,-2.0,0.5,0.5,-3.2,14.6,-6.3,6.5,-2.7,-1.2
CC(Oc1ccccc1)c1ccn[nH]1 (stereo unspecified),2.5,0.6,0.8,-1.2,14.4,-0.1,-8.9,-9.1,11.8
O=C(COc1ccc(Cl)cc1)N(Cc1ccccc1)c1ccccn1,-15.3,0.9,1.1,-8.9,22.2,10.0,-4.4,-16.1,-4.5
O=C(CNC(=O)c1ccc2c(c1)OCCO2)N/N=C/c1ccc([N+](=O)[O-])cc1,-2.4,1.4,0.1,-1.5,15.7,8.4,4.9,-13.8,-7.5
CCCc1c(O)nc(SC2CC(=O)N(c3cc(OC)ccc3OC)C2=O)[nH]c1=O (stereo unspecified),-6.4,0.3,0.0,-2.2,5.8,0.3,14.0,8.9,-11.3
C=COCCNC(=S)Nc1ccccc1,-1.1,0.1,0.7,-2.1,25.8,6.8,3.0,-15.8,3.8
CC(=O)Nc1ccc(NC(=O)CSc2ccc(C(F)(F)F)cc2[N+](=O)[O-])cc1,4.0,0.1,0.6,-0.1,13.8,4.8,-3.0,5.2,5.4
O=C(CNC(=S)NC(=O)C1CCCCC1)c1ccccc1,-0.3,-0.2,0.1,-0.6,-1.8,1.0,24.4,6.9,-1.4
COc1cc(C(=O)Nc2nccs2)cc(OC)c1OC,-6.1,8.4,2.1,-1.7,20.1,3.5,6.8,-16.7,-7.1
CCOc1ccc(C(=O)Cn2cnc3ccccc3c2=O)cc1,-9.4,4.5,1.9,-2.9,-2.1,-2.3,2.2,-18.6,-15.4
COc1cc(C=O)ccc1OCCCCOc1ccccc1[N+](=O)[O-],7.4,10.5,4.8,0.2,23.1,-6.3,-4.3,-8.7,-6.9
CCC(=O)NC(=S)Nc1ccccc1C(=O)NC1CCCCC1,6.1,-0.3,0.5,-1.1,25.1,-3.7,2.5,-5.5,6.4
COc1ccccc1NC(=O)COC(=O)COc1ccccc1F,-0.5,0.6,-0.3,4.1,0.2,-2.5,-3.4,-3.7,13.4
O=C(c1ccccc1)c1nn(-c2ccc(Cl)cc2)c(=O)cc1C(F)(F)F,8.8,-1.0,19.1*,-6.3,4.9,-11.1,-8.9,5.5,10.6
O=C(Nc1cccc(Br)c1)c1ccc2snnc2c1,26.0,13.9,6.9,-0.5,1.7,-15.4,-2.0,-4.3,-3.5
CCOc1ccc(Oc2ccccc2NC(=O)CCNC(C)=O)cc1,10.4,-0.3,1.2,-0.1,3.8,11.2,-3.2,-1.4,-3.0
Cc1ccc2c(CC(=O)Nc3nc(C)cs3)coc2c1,10.8,0.3,0.6,-2.1,16.6,2.0,15.6,-4.8,-13.9
CCCNC(=O)c1cc(C2CCCN(C(=O)c3ccc(OC)cc3)C2)on1 (stereo unspecified),5.3,1.9,0.5,0.7,-8.4,-2.2,-5.6,-2.3,3.0
O=C(CSc1nnc(CNC(=O)c2ccco2)o1)Nc1ccc(OC(F)(F)F)cc1,12.1,8.6,5.2,0.2,-0.3,-7.3,-2.4,2.1,-11.1
NNC(=O)C1CCCN1S(=O)(=O)c1ccc(Cl)cc1 (stereo unspecified),13.8,0.9,0.1,-2.3,-3.0,-6.3,-4.3,12.6,9.8
COc1ccccc1/C=C/C(=O)N1CCCC1,-1.8,-0.9,-0.9,1.4,0.3,0.6,-5.1,-1.5,6.8
COc1ccc(NC(C)C(=O)N/N=C/c2ccccc2OCc2cccc(Br)c2)cc1 (stereo unspecified),-6.3,-0.4,0.3,-2.8,25.8,-3.1,-6.0,-9.8,-0.8
CCOCC(O)CS(=O)Cc1ccccc1 (stereo unspecified),3.5,0.4,-0.1,0.1,-6.6,5.3,-4.9,-9.9,-7.7
O=C(NNC(=O)c1ccc2ccccc2c1)c1cccc(Cl)c1,5.4,3.4,0.6,-0.1,14.9,4.9,0.9,-17.1,-9.2
CCN(CC)C(=O)C(Oc1ccc(C)nc1[N+](=O)[O-])c1ccccc1 (stereo unspecified),3.0,0.2,-0.3,-2.4,0.7,1.2,-3.5,-6.4,-1.5
Cc1c(C(=O)NCCn2ccc3ccccc32)cccc1[N+](=O)[O-],-0.8,2.9,0.5,-0.8,3.6,-3.2,-1.6,3.9,2.0
Cc1nn(CC(=O)Nc2nnc(C(C)C)s2)c(=O)c2ccccc12,1.3,1.6,1.9,0.4,20.6,0.3,7.7,-11.4,-1.8
O=C(COC(=O)Cc1cn2ccsc2n1)Nc1nc2ccccc2s1,-1.8,8.9,2.0,-7.2,6.8,-17.7,7.2,4.9,-4.5
CN(C(=O)c1cccc(NC(=O)Cc2ccc(NC(=O)C3CCCN(C(=O)CCc4ccccc4)C3)cc2)c1)C1CCCC1 (stereo unspecified),5.8,-0.5,0.9,-2.4,-0.5,-0.1,-1.6,6.2,5.0
CCc1cccc(NC(=O)C2CCCN2S(=O)(=O)c2ccccc2C(F)(F)F)c1 (stereo unspecified),3.1,-0.8,0.5,-3.5,-2.4,-2.0,-2.6,-8.6,-3.5
